# Fam108B counter – counter-screen for RBBP9 inhibitors: inhibitors of mouse Fam108B | recombinant Fam108B, FP-Rh probe fluorescence polarization | inhibition, % at 9.51 µM | 0.33% of 300,000 active;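 active = inhibition above the screen mean inhibition plus 3 SD, computed separately per campaign, cut at about 18% in these data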;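 note: inhibitors lower polarization as less probe binds the enzyme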
# AGP1-GFP MLPCN – yeast TOR pathway AGP1-GFP modulation | 0.02% of 320,000 active | S. cerevisiae AGP1-GFP multiplex flow cytometry, 3 h; GFP as percent of DMSO wells | GFP response vs DMSO, % at 10 µM | AID 2066;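 active = GFP response relative to DMSO above a set limit, near screen average plus 3 SD, cut at about 150% in these data; inconclusive = fewer than 70 cells counted for the yeast strain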;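 note: median GFP channel fluorescence of the gated AGP1 strain per well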
# MEX-5 binding – C. elegans MEX-5 TCR-2 RNA binding activity. activity score (negative = inhibition of binding), % at 10 µM. MEX-5/FITC-TCR2 RNA binding, fluorescence polarization; hits give low values. 0.38% of 300,000 active;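 active = inhibition past about -25% in most replicates, and total fluorescence under double the plate's negative control median, limit read from the data; inconclusive = replicates evenly split on the limit, or fluorescence at least double controls; inactive = too little inhibition in most replicates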;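 note: 0% = DMSO and -100% = 5 µM competing unlabeled TCR2 RNA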
# GRK2 inh – inhibitors of human GRK2 displacing RNA aptamer. inhibition of aptamer binding, % at 10 µM. bead flow cytometry, FAM-aptamer displacement from GRK2. 0.59% of 330,000 active. AID 488847;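 active = inhibition of aptamer binding above 40%, roughly 3 SD of noise, on plates passing a quality check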;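 note: median bead fluorescence of bound FAM aptamer so fluorescent compounds give negative values; no value below 0 was filed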
# Target sequence (P25098 whole entry, looked up): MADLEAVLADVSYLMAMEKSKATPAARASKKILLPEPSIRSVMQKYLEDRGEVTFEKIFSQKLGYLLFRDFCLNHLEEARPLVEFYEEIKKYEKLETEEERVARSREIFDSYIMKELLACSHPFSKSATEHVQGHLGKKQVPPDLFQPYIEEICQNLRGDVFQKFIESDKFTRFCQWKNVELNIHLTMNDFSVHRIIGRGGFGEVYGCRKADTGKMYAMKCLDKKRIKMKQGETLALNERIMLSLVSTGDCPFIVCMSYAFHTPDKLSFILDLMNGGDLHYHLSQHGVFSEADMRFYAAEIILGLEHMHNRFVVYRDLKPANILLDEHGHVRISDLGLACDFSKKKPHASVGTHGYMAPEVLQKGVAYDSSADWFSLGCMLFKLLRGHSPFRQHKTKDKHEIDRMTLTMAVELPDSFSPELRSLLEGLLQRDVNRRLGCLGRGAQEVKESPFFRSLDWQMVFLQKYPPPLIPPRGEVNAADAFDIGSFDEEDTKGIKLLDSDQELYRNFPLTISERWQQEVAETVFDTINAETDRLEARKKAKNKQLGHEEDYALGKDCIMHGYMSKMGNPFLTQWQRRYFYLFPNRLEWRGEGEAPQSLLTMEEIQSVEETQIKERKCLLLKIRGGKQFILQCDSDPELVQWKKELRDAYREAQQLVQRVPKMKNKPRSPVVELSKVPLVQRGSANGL
# MCL1 BIM primary – MCL1-BIM-BH3 interaction inhibition (human); Q07820; 0.68% of 320,000 active; inhibition, % at 10.9 µM; GST-MCL1 / FITC-Bim-BH3 fluorescence polarization;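 active = inhibition above the mean inhibition of all tested compounds plus 3 SD, set per campaign, cut at about 40% in these data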;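 note: 0% = DMSO wells and 100% = unlabeled Bim-BH3 peptide control; higher means more loss of mP so more displacement of Bim peptide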
# VLA-4 inh – inhibition in a human VLA-4 binding assay; P13612; VLA-4 expressing cells, ligand binding flow cytometry; inhibition, % (about 7 µM as worked out from the volumes in the protocol); 0.2% of 330,000 active; AID 2557; in the data active = inhibition above about 50%
# Bcl-xL primary – blocks human Bcl-xL binding to Bim BH3 peptide | AID 2129 | inhibition, % at 10.9 µM | Q07817 | GST-Bcl-xL / FITC-Bim BH3 peptide fluorescence polarization | 0.7% of 320,000 active;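 active = inhibition above the mean of all tested compounds plus 3 SD, cutoff set per campaign, cut at about 30% in these data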;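 note: 0% = DMSO wells and 100% = unlabeled Bim-BH3 peptide competitor; inhibitors lower millipolarization by displacing the labeled peptide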
# Target sequence (Q07817 whole entry, looked up): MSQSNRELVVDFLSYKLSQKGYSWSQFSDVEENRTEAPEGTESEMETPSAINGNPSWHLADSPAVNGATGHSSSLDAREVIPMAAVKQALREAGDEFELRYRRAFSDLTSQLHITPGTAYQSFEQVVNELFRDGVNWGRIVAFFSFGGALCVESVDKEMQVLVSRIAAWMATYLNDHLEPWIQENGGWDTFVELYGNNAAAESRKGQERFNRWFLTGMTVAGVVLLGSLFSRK
# GLD-1 TGE inh – GLD-1-TGE RNA interaction inhibition (C. elegans). AID 2280. purified GLD-1 + fluorescein TGE RNA, fluorescence polarization. 0.44% of 320,000 active. inhibition, % at 5.96 µM;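 active = percent inhibition above a per-plate cutoff, the plate mean of test compounds plus 3 SD, cut at about 30% in these data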;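 note: 0% = DMSO wells with GLD-1 and probe and 100% = wells lacking GLD-1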
# CIT2-GFP yeast – modulators of TOR pathway CIT2-GFP in S. cerevisiae; S. cerevisiae CIT2-GFP strain, flow cytometry, 3 h; 100 means same as DMSO wells; GFP response vs DMSO, % at 10 µM; 0.065% of 320,000 active;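 active = GFP response relative to DMSO above a set limit, near the screen mean plus 3 SD, cut at about 150% in these data; inconclusive = Fewer than 70 cells measured for a yeast strain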;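 note: ratio of well median GFP fluorescence to mean of DMSO wells on the plate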
# * hit, by the source's call; u = inconclusive; x = not tested or not shown; [ ] = dose if it differs, or a comment. Outcome played no part in choosing rows; overall some 2.2% were active at least once.
SMILES,Fam108B counter,AGP1-GFP MLPCN,MEX-5 binding,GRK2 inh,MCL1 BIM primary,VLA-4 inh,Bcl-xL primary,GLD-1 TGE inh,CIT2-GFP yeast
CCOc1ccc(NC(=O)Cc2ccc(NC3=NC4CS(=O)(=O)CC4S3)cc2)cc1 (centres undefined),-8,107,-0.4,3,5,-3,-3,0,97
COc1ccc(OC)c(-c2c(=O)n(OCc3ccccc3Br)c3ccccc3[n+]2[O-])c1,1,99,0.7,3,0,-2,3,5,95
O=C(CN(Cc1ccccc1)S(=O)(=O)c1ccc(F)cc1)NCc1ccncc1,-1,101,0.8,0,3,20,2,5,103
COc1ccc(CNC(=O)CN2C(=O)C(C)N(c3ccc(C)cc3)C2=O)cc1 (centres undefined),2,95,1.6,0,-3,-13,-5,5,110
C/C(=N\NC(=O)c1cc(C)nc2ccccc12)c1ccncc1,5,u,0.7,2,4,13,2,-5,u
COC(=O)c1[nH]c2ccc(C)cc2c1NC(=O)CN1CCN(C(=O)c2ccccc2)CC1,-5,96,0.6,0,8,10,9,2,95
CC1(C)CC(C(=O)NCCC(c2ccccc2)c2ccco2)CCO1 (centres undefined),9,103,-1.2,0,3,3,5,0,106
CNc1cnn(-c2ccc(C)cc2)c(=O)c1Sc1ccc(C)cc1,3,105,-0.1,0,-7,24,11,7,99
CC(C)Nc1nc(Cl)nc(NC2CCCCC2)n1,2,97,1.2,0,-4,4,-1,0,101
O=C(NCCc1ccc(F)cc1)c1cc(=O)c2ccccc2o1,4,106,4.7,0,10,-6,4,2,102
COC(=O)c1sc(S(=O)(=O)N2CCC(C(=O)O)CC2)c(C(=O)OC)c1C,-2,99,2.1,6,5,6,2,-2,95
COc1cc(C(F)(F)F)nc(-c2ccccn2)n1,-2,x,-0.1,1,4,-1,5,-3,109
Nn1c(Cc2cccc3ccccc23)nnc1SC1CCOC1=O (centres undefined),-1,95,2.9,3,-4,4,-7,1,86
C[C@@H](C(=O)Nc1nc2ccccc2s1)N1C(=O)C2CC=CCC2C1=O (some centres undefined),0,96,1.3,2,0,-3,2,8,92
CN(C)CCCN(C(=O)c1cccs1)c1nc(-c2ccccc2)cs1,2,100,x,0,5,-7,3,-4,107
O=C(N[C@@H]1CCC(=O)N(CC[C@H](Oc2ccccc2)c2ccccc2)CC1)OCc1ccccc1,-3,103,2.6,0,-5,6,2,2,95
CCN(CC(=O)Nc1ccc(NC(C)=O)cc1)C(=O)/C=C/c1ccco1,0,117,0.4,10,-4,9,-10,2,114
Cc1nn(-c2ccccc2)c(C)c1/C=N\NS(=O)(=O)c1ccc(Cl)cc1,1,100,-4.1,1,5,2,3,4,94
CN(C(=O)/C=C/c1ccc([N+](=O)[O-])s1)c1ccccc1,0,86,-1.0,1,1,-5,3,3,79
O=[n+]1c2c(n([O-])c3c1CCCC3)CCCCC2,-2,x,1.0,0,-3,23,1,2,97
Cc1ccc(N2CC(C(=O)Nc3ccc(S(=O)(=O)N4CCCC4)cc3)CC2=O)cc1C (centres undefined),0,104,0.7,2,0,-5,3,13,116
CCOC(=O)C1CCCN(S(=O)(=O)c2ccc3c4c(cccc24)C(=O)N3CC)C1 (centres undefined),x,104,x,1,2,4,5,9,106
O=C(NCc1nc2ccccc2[nH]1)c1ccco1,-7,100,0.2,2,-6,-2,1,10,99
Cn1c(N)c(C(=O)COC(=O)C2CC(O)CN2S(=O)(=O)c2ccc(Cl)cc2)c(=O)n(C)c1=O (centres undefined),-1,104,-0.7,0,0,5,-2,5,100
CC1CCN(S(=O)(=O)c2cn(CC(=O)Nc3ccc(OC(F)(F)F)cc3)cn2)CC1,-3,97,4.4,0,-10,10,-3,3,99

# Among those listed so far, 3 have a thiophene ring, fused or not.
SMILES,Fam108B counter,AGP1-GFP MLPCN,MEX-5 binding,GRK2 inh,MCL1 BIM primary,VLA-4 inh,Bcl-xL primary,GLD-1 TGE inh,CIT2-GFP yeast
COC(=O)c1sc(S(=O)(=O)N2CCC(C(=O)O)CC2)c(C(=O)OC)c1C,-2,99,2.1,6,5,6,2,-2,95
CN(C)CCCN(C(=O)c1cccs1)c1nc(-c2ccccc2)cs1,2,100,x,0,5,-7,3,-4,107
CN(C(=O)/C=C/c1ccc([N+](=O)[O-])s1)c1ccccc1,0,86,-1.0,1,1,-5,3,3,79

# Next records.
SMILES,Fam108B counter,AGP1-GFP MLPCN,MEX-5 binding,GRK2 inh,MCL1 BIM primary,VLA-4 inh,Bcl-xL primary,GLD-1 TGE inh,CIT2-GFP yeast
O=C(OCC#CCSc1nnc(-c2ccccc2)o1)c1ccco1,3,90,2.8,1,-2,-1,2,-2,69
COc1ccc(Cl)cc1NC(=O)NCc1cccnc1,-2,116,-0.9,0,0,-3,2,2,112
CC1Cc2ccccc2N1C(=O)COC(=O)c1c2c(nc3ccccc13)CCCCC2 (centres undefined),-8,92[may fluoresce green],1.8,0,-2,18,5,6,93[may fluoresce green]
COc1ccc(N(C)S(=O)(=O)c2cccc(C(=O)NCC(c3cccs3)N(C)C)c2)cc1 (centres undefined),3,107,1.3,0,-4,15,0,2,97
Cc1ccc(N2C(=O)C3C(c4ccccc4)(C2=O)C3(c2ccccc2)c2ccccc2)cc1 (centres undefined),-4,106,-1.8,0,2,4,4,3,104
C=C(C)CN1CCN(S(=O)(=O)c2ccc(C)c(N(C)S(=O)(=O)c3ccc(C)cc3)c2C)CC1,2,87,0.7,0,1,16,8,4,91
CCCC(=O)NC(NC(=S)Nc1c(C)n(C)n(-c2ccccc2)c1=O)C(Cl)(Cl)Cl (centres undefined),2,x,1.8,1,7,9,3,-1,99
Cc1cccc(-n2c(O)c(/C=N/NC(=O)c3ccccc3Cl)c3ccccc3c2=O)n1,-2,106,0.1,0,15,6,8,0,103
O=C(COC(=O)c1cnccn1)c1ccc(C2CCCCC2)cc1,1,100,0.3,4,-1,4,0,0,99
CCOC(=O)c1ccc(NCc2nc3ccccc3n2C)cc1,4,u,-0.2,0,3,11,0,-9,u
COc1ccc(F)cc1S(=O)(=O)NCCCn1ccnc1,0,85,-1.5,0,1,2,3,0,92
CCN1C(c2ccc(F)cc2)=CS/C1=C(\C#N)c1nnc2n1-c1ccccc1SC2,2,93,0.3,2,8,-3,8,1,96
CC1CCCCN1C(=O)Cn1c(=O)n(-c2ccc(F)cc2)c(=O)c2sccc21 (centres undefined),2,99,-1.4,0,10,8,6,0,103
O=C(CSc1ccccc1)Nc1ccc(N2CCOCC2)c(F)c1,1,96,2.6,6,-2,-11,-2,1,80
Cc1ccnc(SCC(=O)c2ccc(Br)cc2)c1C#N,1,96,0.1,1,10,27,8,1,98
CN(CCC1CCCCO1)C(=O)CCc1nnc(Cc2c[nH]c3ccccc23)o1 (centres undefined),0,98,-2.8,1,-8,9,-2,2,100
O=C(Cc1cccs1)Nc1nncs1,2,100,1.4,0,11,8,4,-2,92
CCCn1c(SCC(=O)NCCc2ccc(OC)c(OC)c2)nc2c1c(=O)n(C)c(=O)n2C,1,106,-3.0,0,3,7,4,1,105
O=C(c1nn2cccnc2c1Cl)N1CCN(c2ccccc2)CC1,5,102,x,1,-1,23,4,2,96
Cn1cc(SCC(N)=O)c2ccccc21,4,95,1.5,1,2,1,-2,0,88
Cn1nnc(NCc2cc(Br)ccc2OCc2ccccc2F)n1,-4,106,2.3,0,14,1,4,2,99
Cc1ccc(CNC(=O)c2ccc3c(c2)S(=O)(=O)c2ccccc2C3=O)cc1,-1,112,1.4,0,8,21,6,-2,103
CN1C(=O)/C(=C2/C=Cc3ccccc3N2CCCS(=O)(=O)O)SC1=S,-1,94,3.9,0,4,39,4,-12,94
[N-]=[N+]=NC[C@H](Cc1ccccc1)N1CC[C@@H](OCc2ccccc2)CCC1=O,1,90,-2.0,0,0,2,-3,-3,87
Cn1nnc2cc(C(=O)NC3CC3)ccc21,1,95,0.4,0,9,-2,1,0,98
# Other entries follow.
SMILES,Fam108B counter,AGP1-GFP MLPCN,MEX-5 binding,GRK2 inh,MCL1 BIM primary,VLA-4 inh,Bcl-xL primary,GLD-1 TGE inh,CIT2-GFP yeast
CC(NC(=O)CN(C)Cc1ccc(Br)cc1)c1ccccc1 (centres undefined),-2,100,0.0,2,2,8,-2,3,103
CC(C)(C)c1nc(NCCN2CCOCC2)c2nnn(Cc3ccccc3Cl)c2n1,3,109,2.7,2,2,3,2,9,106
CN(C)c1ccc(NC(=O)c2cn(-c3ccccc3)nc2-c2cccs2)cc1,7,111,-0.9,0,8,2,6,2,105
COc1ccc(S(=O)(=O)N2CCOCC2)cc1NC(=O)CCc1nc2ccccc2c(=O)[nH]1,2,101,-2.6,0,3,4,6,-3,111
COc1ccccc1N1CCN(C(=O)C(=O)c2cn(CC(=O)N3CCOCC3)c3ccccc23)CC1,1,102,-0.3,0,7,10,6,6,107
CC(=O)N1CCOc2ccc(S(=O)(=O)N3CCC(C(=O)Nc4ccc(C)cc4)CC3)cc21,-4,96,-1.1,2,-4,18,3,0,97
CCOC(=O)C(C(=O)OCC)C1OC(=O)c2cc3c(cc21)C(=O)OC3C(C(=O)OCC)C(=O)OCC (centres undefined),-3,95,1.5,0,4,4,3,0,97
O=C(Nc1ccccc1F)N1CCc2ccccc2C1,x,84,2.1,4,x,6,x,x,89
Cc1cc2c(ccc3c2no[n+]3[O-])nn1,-2,79,0.6,3,-8,0,-3,-4,69
Cc1cccc(CCNS(=O)(=O)c2ccc3c(c2)oc(=O)n3C)c1,-4,104,3.9,0,-4,-20,1,3,105
COc1cccc2cc(C(=O)Nc3ccccc3C(=O)N3CCOCC3)oc12,7,107,-3.2,0,13,11,8,2,103
Cc1cccc2sc(N(CCCN(C)C)C(=O)CCS(=O)(=O)c3ccccc3)nc12,1,101,1.7,0,3,6,-1,-6,102
CCc1[nH]c(=S)c(C#N)c2c1CCCC2,-5,91,1.1,0,7,7,7,6,93
O=C(Nc1ccc(N2CCN(C(=O)c3ccco3)CC2)cc1)c1ccccc1F,-1,104,4.6,4,6,-16,12,2,98
CCOC(=O)C1CCN(C(=O)CCn2c(=O)c3cccn3c3cccnc32)CC1,-2,111,3.7,1,-2,0,-1,0,110
COc1ccc(CCN2CC(C(=O)NCc3ccccc3)CCC2=O)cc1 (centres undefined),2,81,-1.0,0,5,-2,4,-2,91
Cc1cccc(NS(=O)(=O)c2cc3c4c(c2)CCN4C(=O)CC3)c1C,1,105,-1.6,0,0,15,3,5,101
C=CCn1c(SCCN2CCCCC2)nc2c1c(=O)[nH]c(=O)n2C,-3,95,1.4,0,6,-20,3,5,95
Cc1c(C(=O)Nc2cc(S(=O)(=O)N3CCOCC3)ccc2N2CCN(C)CC2)oc2ccccc12,-2,95,-3.2,0,3,-6,5,1,99
CC1CCCN(CCCNS(=O)(=O)c2cc(Br)cc3c2N(C(=O)C2CC2)CC3)C1 (centres undefined),2,102,2.5,1,10,5,9,0,97
CCOC(=O)c1cc2c(ccn2C)n1Cc1ccccc1Cl,2,99,-3.3,0,5,-2,4,8,93
CC(=O)N/C(=C/c1ccccc1)c1ccccc1,x,103,x,0,0,17,2,8,100
COCCNC(=O)c1cc2cc(Br)cc(OC)c2oc1=O,1,87,-2.8,2,-1,-9,1,5,97
Cc1nc(-c2cccc(S(=O)(=O)N3CC(C)OC(C)C3)c2)cs1 (centres undefined),1,95,2.8,4,11,-3,9,1,97
CC(Oc1ccc(Cl)cc1Cl)C(=O)Nc1cccc(O)c1 (centres undefined),0,98,-0.7,1,-5,5,6,6,92
O=C(NCCS(=O)(=O)N1CCCCC1)c1ccccc1,3,106,0.4,5,3,24,7,3,104

# High-throughput results (PubChem)
